Screening results (PubChem)
MC4R antagonist: human MC4R antagonism in cAMP assay; P32245; MC4R-expressing cells, MTII-stimulated cAMP, LANCE TR-FRET; inhibition, % at 6.5 µM; 360,000 tested, 0.48% active;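 active means inhibition above its plate's cutoff, the mean of tested wells on that plate plus 3 SD, cut at about 29% in these data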;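 further: 0% = Melanotan II alone and 100% = Melanotan II plus saturating MCL0020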
Target sequence (P32245 whole entry, looked up): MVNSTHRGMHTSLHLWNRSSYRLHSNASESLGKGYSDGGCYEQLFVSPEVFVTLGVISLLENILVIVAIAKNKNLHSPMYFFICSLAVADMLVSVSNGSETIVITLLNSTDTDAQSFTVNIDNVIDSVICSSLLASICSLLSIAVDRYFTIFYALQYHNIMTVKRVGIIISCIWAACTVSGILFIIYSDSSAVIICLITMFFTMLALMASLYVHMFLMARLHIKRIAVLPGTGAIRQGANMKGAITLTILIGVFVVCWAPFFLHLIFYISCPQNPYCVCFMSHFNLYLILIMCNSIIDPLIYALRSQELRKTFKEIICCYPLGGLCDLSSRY
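System – human MC4R-expressing U2OS cells · Also added – Melanotan II · Dosing – one concentration, 6.5 µM nominal · Timing – 30-min compound, 1-h challenge, 1-h detection, room temperature · Measured by – Eu-cAMP/anti-cAMP TR-FRET, emission 671 nm · Replicates – singlicate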
aDG glyco up: increases alpha dystroglycan glycosylation; activation, % at 10 µM; 360,000 tested, 0.22% active; Pro5-aDG cells, alpha-DG glycosylation AlphaScreen (IIH6); 0% Pro5, 100% B10-LARGE cell signal; AID 624168;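 active means activation of at least 8% versus controls, or a plate z-score of at least 8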;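 further: Pro5 are CHO cells carrying HIG-tagged alpha-DG that lacks glycosylation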
MC4R barr agon: human MC4R agonism via beta-arrestin; activation, % at 8.9 µM; 360,000 tested, 0.98% active; P32245; U2OS MC4R beta-arrestin complementation, luminescence; percent of melanotan II response, DMSO zero;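 active means activation above a per-plate cutoff, the mean activation of sample wells on that plate plus 3 SD, cut at about 8% in these data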
hiPSC survival: hiPSC single-cell survival enhancement. ATPlite luminescence; 100% = ROCK inhibitor wells, 0% = DMSO. survival enhancement, % at 20 µM. 360,000 tested, 0.044% active. AID 602274; in the data active means survival enhancement above about 18%;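 further: cells exposed to compounds for 16 hours before the ATP read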
H9c2 protect: myocardial damage modulation in H9c2 cells; 360,000 tested, 0.63% active; protection from H2O2 cell death, % at 20 µM; AID 588492; H9c2 cardiomyocytes, H2O2 injury protection, ATPLite, 2 h;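 active means compounds giving at least 50% protection of heart cells from peroxide-induced death in the single-dose screen, raw or plate-pattern-corrected value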;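 further: 0% = DMSO wells with peroxide and 100% = DMSO wells without peroxide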
ABHD5 PLIN5 PPI: inhibitors of human ABHD5-perilipin-5 interaction; inhibition, % at 4 µM; Split G. princeps luciferase complementation, luminescence, 4 h; 360,000 tested, 0.78% active;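 active means inhibition above the mean inhibition across every tested compound plus 3 SD, cut at about 22% in these data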;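 further: 0% = DMSO only wells and the 100% control is not disclosed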
m5-HT2A agonist: mouse HTR2A agonism via beta-arrestin recruitment; P35363; CHO-K1 mHTR2A beta-arrestin complementation, luminescence; percent of 30 µM serotonin response; activation, % at 7.6 µM; 360,000 tested, 0.66% active; AID 624169;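 active means activation above a run cutoff, the mean activation of all tested compounds plus 3 SD, cut at about 14% in these data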;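 further: 0% = plate median of compound wells and 100% = 30 µM serotonin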
Target sequence (P35363 whole entry, looked up): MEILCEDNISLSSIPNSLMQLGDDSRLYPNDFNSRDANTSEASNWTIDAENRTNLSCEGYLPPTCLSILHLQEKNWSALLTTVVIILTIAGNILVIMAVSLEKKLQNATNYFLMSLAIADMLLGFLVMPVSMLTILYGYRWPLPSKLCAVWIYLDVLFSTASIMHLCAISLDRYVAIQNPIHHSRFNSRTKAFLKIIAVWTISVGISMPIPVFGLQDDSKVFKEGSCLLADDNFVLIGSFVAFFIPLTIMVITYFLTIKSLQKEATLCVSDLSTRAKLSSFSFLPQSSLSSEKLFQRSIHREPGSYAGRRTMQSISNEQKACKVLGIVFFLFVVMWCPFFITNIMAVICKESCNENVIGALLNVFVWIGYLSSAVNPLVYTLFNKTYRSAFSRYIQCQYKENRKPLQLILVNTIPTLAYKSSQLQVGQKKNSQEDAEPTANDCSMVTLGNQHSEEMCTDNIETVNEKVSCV
ABCB6 inh MLPCN: human ABCB6 transporter inhibition. Q9NP58. K562-ABCB6 porphyrin accumulation, flow cytometry, 1 h; stronger effect = lower value. fluorescence ratio to DMSO, % at 10 µM. 360,000 tested, 0.19% active. AID 602162;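 active means fluorescence ratio to DMSO below 75%, the collection mean minus 3 SD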;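 further: signal is porphyrin accumulated inside mitochondria; 100% equals median channel fluorescence of DMSO control wells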
Glyco luc inh: blocks N-linked glycosylation in D54 reporter cells | D54 ERlucT glycosylation luciferase reporter, 24 h; percent of 100 nM tunicamycin response | reporter increase, % at 12.5 µM | 360,000 tested, 0.23% active | AID 588692;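 active means mean luciferase reporter signal, scaled so untreated is 0 and the glycosylation-blocking control 100, at or above a set limit in every replicate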;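 further: luciferase carries N-glycosylation sites so blocking glycosylation raises the light; 0% = median of neutral control wells and 100% = median of 100 nM tunicamycin wells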
Granule exo inh: blocks lytic granule exocytosis; TALL-104 LAMP-1 surface exposure, flow cytometry; cells stimulated with thapsigargin and PMA; inhibition, % at 10 µM; 360,000 tested, 0.66% active;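 active means inhibition above about 55%, limit read from the data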
Starred values were filed as active, the others as inactive.

The line under a structure holds: MC4R antagonist	aDG glyco up	MC4R barr agon	hiPSC survival	H9c2 protect	ABHD5 PLIN5 PPI	m5-HT2A agonist	ABCB6 inh MLPCN	Glyco luc inh	Granule exo inh
COc1ccccc1NC(=O)C1C2C=CC3(CN(Cc4cccnc4)C(=O)C13)O2 (stereo not drawn)
 : 13	-0.1	-0.7	0.5	2	8	2	96	-1	-4
CC(=O)c1ccc(Sc2ccccc2)cc1
 : 5	-0.3	-1.4	5.9	-3	-4	-4	97	-3	4
COc1ccccc1N(C)S(=O)(=O)c1ccc(Cl)c(C(=O)NCc2ccco2)c1
 : 8	-0.2	0.4	-1.7	13	3	1	104	-2	18
Cc1cc(NC(=O)CCC(=O)N(C(C(=O)NC(C)(C)C)c2ccccc2Cl)C(C)(C)C)no1 (stereo not drawn)
 : 11	-0.1	-0.7	-0.5	2	5	4	101	0	1
COc1ccc(S(=O)(=O)Nc2ccc3c(c2)C(=O)N([C@H](C)CO)C[C@H](C)[C@@H](CN(C)C(=O)Nc2ccc(F)cc2)OCCCC[C@H](C)O3)cc1
 : 4	-0.1	-1.2	1.6	-8	1	-5	102	-1	6
CCS(=O)(=O)NCCc1csc(-c2ccc(OC)c(OC)c2)n1
 : 7	0.2	-1.2	1.6	-3	-11	1	96	0	-7
CCC(C)[C@H](NC(=O)OC(C)(C)C)C(=O)N/N=C/c1ccc2nccnc2c1 (stereo partly drawn)
 : 1	0.0	1.3	0.0	1	-2	-1	96	3	0
C=CCc1cccc2cc(C(=O)N3CCN(C(=O)c4ccco4)CC3)c(=O)oc12
 : -1	0.0	-1.2	0.7	1	3	2	102	-1	-1
Cn1nccc1NC(=O)CSCC(=O)O
 : 6	-0.1	-1.2	2.9	1	1	-2	96	3	-2
CN(C)c1ccc(-c2nnn(CC(=O)Nc3ccc4c(c3)OCCO4)n2)cc1
 : 7	-0.2	1.9	0.3	-9	-2	-4	105	2	-9
Cc1cc(-n2nc(C)cc2C)n2nc(C)c(-c3ccccc3)c2n1
 : 3	-0.1	-1.1	-1.6	0	-2	-2	100	0	-1
O=C(Nc1ccc(N2CCOCC2)cc1)c1cccc(S(=O)(=O)N2CCCCCC2)c1
 : 9	0.1	-4.7	-0.2	-1	-5	-2	97	-1	-1
CCOc1ccccc1N1CCN(C(=S)NCc2ccccc2)CC1
 : 4	-0.3	-0.8	0.7	-8	-3	-4	101	2	1
O=C1c2cccc3cccc(c23)C(=O)N1CC1CCN(CC(O)COc2ccc3ccccc3c2)CC1 (stereo not drawn)
 : -3	1.8	55*	-0.7	-17	26*	0	92	-6	58*
Cc1ccc(S(=O)(=O)Nc2c(NC3CCCCC3)c3ccccc3oc2=O)c(C)c1
 : -1	0.2	-1.4	-0.5	2	1	0	103	-1	4
COc1ccc(/C=C/C(=O)N2CC(C)OC(C)C2)cc1OC (stereo not drawn)
 : -1	0.0	0.2	-0.5	6	14	-3	99	1	12
O=C(/C=C/c1c(F)cccc1Cl)NCCCN1CCOCC1
 : 3	-0.1	0.7	-0.3	2	2	-3	98	0	2
O=C(O)c1n[nH]c2ccccc12
 : 9	-0.2	2.5	5.3	0	1	2	97	-2	-2
Cc1ccc(C(=O)C(C)OC(=O)c2cc(=O)[nH]c3ccccc23)cc1 (stereo not drawn)
 : 9	-0.2	1.6	-0.5	-3	0	3	102	0	10
CNc1nc(N)c([N+](=O)[O-])c(N2CCCCCC2)n1
 : 0	0.1	-2.0	-0.4	-6	3	-2	87	0	-8
O=C1C2C(C(=O)N1c1ccc3c(c1)OCO3)C1C=CC2C12CC2 (stereo not drawn)
 : 9	0.1	-1.3	-0.4	-6	4	2	100	1	1
COc1cccc(C2CC(C(F)(F)F)n3nc(C(=O)NCc4cccnc4)cc3N2)c1 (stereo not drawn)
 : 11	0.1	0.2	-0.3	3	-1	-1	103	1	2
COc1ccc(N(C)C(=O)C2CCCN2S(=O)(=O)c2cccc3nsnc23)cc1 (stereo not drawn)
 : 21	-0.1	-1.8	-0.3	5	5	6	102	-4	-3
Cc1ccc2c(n1)CC(C)(C)CC2=O
 : 3	3.1	-2.4	-2.5	-3	1	3	99	0	3
COc1ccc(C2NC(=O)NC(C)=C2C(=O)Nc2cccc(C)c2C)cc1 (stereo not drawn)
 : 24	-0.2	-0.2	-0.4	3	-3	7	99	1	1
Cc1ccc(S(=O)(=O)N2CCN(C(=O)CN3CCCCC3)C2C(C)C)cc1 (stereo not drawn)
 : 1	0.1	-3.8	-1.5	-4	3	3	99	-2	0
Cc1cc(F)ccc1S(=O)(=O)NCC(c1ccc2c(c1)OCO2)N1CCOCC1 (stereo not drawn)
 : 0	-0.2	-1.0	-0.5	-3	-3	-2	101	3	4
CCOC(=O)c1sc(NC(=S)NC(=O)c2cccc(OC)c2)nc1C
 : 4	-0.1	-0.4	0.5	-4	-4	6	96	1	-6
C/C(=N/NC(=O)c1ccc(Cl)s1)c1ccc(NC(=O)COc2ccc(Cl)cc2)cc1
 : -1	0.1	3.1	1.1	1	-2	7	53*	1	3
CCN(CC)C(=O)CSC(=Nc1ccccc1F)NC#N
 : -2	-0.1	-2.1	0.2	13	-15	7	95	1	4
Cc1cc(C)n(CCC(=O)N2CCN(S(=O)(=O)c3ccccc3)CC2)n1
 : 4	-0.1	-1.7	4.3	7	0	0	99	0	1
CC1(C)CN(C2CCCCC2)C(=O)[C@H]1CC(=O)Nc1ccccc1
 : 8	0.0	-0.1	1.6	13	-2	6	101	0	-6
CCOc1ccc(N2C(=O)CC(N3CCN(c4ccccc4F)CC3)C2=O)cc1 (stereo not drawn)
 : 21	-0.1	-1.6	-0.2	-5	-1	0	98	3	0
CCOc1ccccc1NC(=O)NC1CCCc2ccccc21 (stereo not drawn)
 : -1	0.4	0.0	-0.3	-2	-4	-4	98	-4	1
CCOc1ccc(C(=O)C2CCN(CC(=O)Nc3nccs3)CC2)cc1
 : 4	0.3	-1.9	0.1	-7	-1	10	96	1	-10
Cn1nc(C(C)(C)C)cc1C(=O)N1CCCCC1c1cc(C(=O)Nc2ccc3c(c2)OCO3)no1 (stereo not drawn)
 : 8	0.7	-1.1	6.1	-17	-5	-2	96	-2	-3
O=[N+]([O-])c1ccc(N2CCCC2)nc1
 : 9	-0.1	-0.4	0.9	0	-3	6	105	0	-4
CC(C)[C@@H](NC(=O)OC(C)(C)C)C(=O)NCC1CCC(C(=O)N[C@@H](Cc2ccccc2)C(=O)O)CC1 (stereo partly drawn)
 : 4	0.0	-2.8	0.3	3	9	-1	97	0	-2
Brc1ccc(OCc2nc(-c3ccccn3)n[nH]2)cc1
 : 0	0.9	0.4	3.3	42	1	-1	94	1	0
COc1cc(C(=O)NCCNc2nc3c(C)c(C)ccc3cc2C#N)cc(OC)c1OC
 : 3	-0.1	-1.8	-0.4	11	-2	-4	100	5	9

Random excerpt: two records from the list, in no set order.
The line under a structure holds: MC4R antagonist	aDG glyco up	MC4R barr agon	hiPSC survival	H9c2 protect	ABHD5 PLIN5 PPI	m5-HT2A agonist	ABCB6 inh MLPCN	Glyco luc inh	Granule exo inh
O=C1C2C(C(=O)N1c1ccc3c(c1)OCO3)C1C=CC2C12CC2 (stereo not drawn)
 : 9	0.1	-1.3	-0.4	-6	4	2	100	1	1
CC1(C)CN(C2CCCCC2)C(=O)[C@H]1CC(=O)Nc1ccccc1
 : 8	0.0	-0.1	1.6	13	-2	6	101	0	-6

(listing goes on)
The line under a structure holds: MC4R antagonist	aDG glyco up	MC4R barr agon	hiPSC survival	H9c2 protect	ABHD5 PLIN5 PPI	m5-HT2A agonist	ABCB6 inh MLPCN	Glyco luc inh	Granule exo inh
Cc1ccc(N(Cc2ccccc2)C(=O)c2ccc(Cl)c(S(=O)(=O)N3CCOCC3)c2)cc1
 : 12	0.1	-2.8	-0.5	0	2	2	94	-6	-1
CC(NC(=O)c1cccnc1)c1ccc2c(c1)OCO2 (stereo not drawn)
 : 2	0.2	-0.5	0.3	0	6	1	102	1	0
CC(C)(C)OC(=O)NC1CC2CCCC(C1)N2Cc1ccccc1 (stereo not drawn)
 : 7	0.1	0.5	-0.7	-15	5	-1	103	-3	-4
CC(Sc1nnc(-c2ccccc2Br)o1)C(=O)N1CCOCC1 (stereo not drawn)
 : 4	-0.3	-2.1	0.0	-1	-5	11	97	0	0
Brc1ccccc1OCCCCN1CCCCC1
 : 8	-0.1	1.0	0.1	-6	-22	-7	105	0	-1
CC(C)n1cc(C(=O)NC2CC(C)(C)Cc3c2cnn3-c2ccccc2)cn1 (stereo not drawn)
 : -3	-0.1	-1.5	-0.3	0	5	-1	106	-5	-2
COc1ccc(C(=O)n2c(SC)nc3cc4c(cc32)OCCO4)cc1
 : 3	0.1	-1.5	-1.3	0	2	2	99	4	-5
CC(C)(CNC(=O)c1ccc(S(=O)(=O)Nc2ccc(Cl)cc2)cc1)N1CCOCC1
 : 1	0.2	-2.4	0.4	-8	1	-4	100	-2	0
COc1ccc(S(=O)(=O)N(C)C[C@H]2Oc3c(NC(=O)Nc4c(C)noc4C)cccc3C(=O)N([C@@H](C)CO)C[C@H]2C)cc1
 : -1	-0.2	-1.8	-1.5	1	-1	2	101	2	0
COc1cc(C(=O)OCc2cccc(OC)c2OC)ccc1OCC(=O)N1CCOCC1
 : -1	0.0	-2.8	0.3	7	6	3	98	0	-2
CCOc1ccc(-n2ccc(=O)c(C(=O)Nc3ccc(S(=O)(=O)Nc4nccs4)cc3)n2)cc1
 : -2	0.0	0.6	-0.4	-4	11	0	96	0	-3
Cc1ccc(C(=O)NCc2ccco2)cc1S(=O)(=O)N1CCCCC1
 : 5	0.1	-1.3	2.0	0	26*	0	100	-4	-4
O=C(NC1CCCCC1)C(c1cccnc1)N(C(=O)CCl)c1ccc(F)cc1 (stereo not drawn)
 : 5	-0.3	7.7	-2.0	-11	7	2	95	11	-6
Cc1[nH]c2ccccc2c1C(=O)C(=O)NCc1nnnn1-c1cccc(F)c1
 : -3	-0.2	-0.7	2.5	0	-12	-1	97	0	0
CC(C)OC(=O)c1cc2ccccc2[nH]1
 : 7	0.2	-0.3	-2.2	-10	3	2	89	-5	-2
CCOC(=O)c1c(Nc2ccccc2OCCOC)n[nH]c1C
 : -1	-0.1	-0.9	-0.6	2	2	-4	104	3	-7
COc1ccccc1NC(=O)/C=C\C(=O)O
 : 12	0.0	-0.1	-1.9	0	9	0	100	0	2
CCCn1nc(C(=O)OCC(=O)c2ccc3c(c2)NC(=O)CO3)c2ccccc2c1=O
 : -2	-0.3	0.1	0.6	6	-4	-3	98	1	0
CSc1nc(C)c(Oc2ccccc2)c(=O)n1C
 : 15	0.1	-1.5	0.0	-6	-4	5	92	1	2
CCC(C(=O)OCC(=O)Nc1ccc(Cl)c(S(=O)(=O)N(C)C)c1)c1ccccc1 (stereo not drawn)
 : -1	0.1	-0.4	-0.1	-8	-1	-5	94	-3	2
O=C(NC1CCCC1)C(c1ccncc1)N(C(=O)c1csnn1)c1ccccc1 (stereo not drawn)
 : 6	-0.1	-0.7	-0.3	0	-6	7	99	1	0
CN(CC(=O)Nc1ccc(F)c(F)c1F)C(=O)c1ccc(-n2cncn2)c([N+](=O)[O-])c1
 : 10	-0.1	-4.2	-0.3	-2	-15	-6	100	-1	-2
CCC(=O)Nc1nc(C)c(C(=O)N2CCCCC2)s1
 : -3	-0.1	-1.4	-1.0	-3	2	-2	94	1	2
